TRPC4 act: TRPC4 (mouse) channel activation | Q9QUQ5 | HEK293 TRPC4beta/mu-opioid, Fluo4 calcium fluorescence; hits give high values | B-score at 10 µM | 310,000 compounds, 0.49% hits;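 active = B-score above 5 SD of library B-scores, and initial fluorescence ratio not above library mean plus 5 SD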;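 also: positive B-score marks a calcium rise read as TRPC4 activation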
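Incubation: 45 min room-temperature Fluo4 loading, 110 s read / System: HEK293 cells stably co-expressing mouse TRPC4beta and mu-opioid receptor / Signal: Fluo4 fluorescence, kinetic / Control set: buffer (low) and maximal DAMGO (high) / Measure: integrated baseline-normalised fluorescence ratio, converted to per-well B score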
MrgX1 PAM: human MrgX1 positive allosteric modulation, primary screen | Q96LB2 | MrgX1-HEK293, Fluo-4 calcium flux, FDSS; hits give high values | B-score at 10 µM | 310,000 compounds, 0.63% hits | AID 588675;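 active = plate-corrected calcium response at least 3 library SD above typical, normal starting fluorescence, not activating the receptor alone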;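 also: compound read alongside a low EC10 to EC30 dose of BAM8-22 agonist; peak minus trough fluorescence over baseline measured at the second addition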
MrgX1 antagonist: antagonists of human MrgX1 receptor; B-score at 10 µM; Q96LB2; 310,000 compounds, 1.3% hits; MRGX1-HEK293 calcium flux, Fluo-4, BAM8-22 antagonism; hits give low values;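 active = calcium-response B-score plate-corrected more than 3 library SD below zero, starting fluorescence within 5 deviations, no agonist response on first addition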;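 also: peak minus trough fluorescence over baseline after final BAM8-22 challenge near maximal dose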
TRPC4 inh: inhibitors of mouse TRPC4 channel; AID 2247; 300,000 compounds, 0.39% hits; HEK293 TRPC4beta/mu-opioid, DAMGO-evoked Fluo4 calcium flux; hits give low values; B-score at 10 µM; Q9QUQ5;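 active = B-score over 3 SD under the library average, no early fluorescence shift, positive overall ratio signal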
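Material: HEK293 cells with stable TRPC4beta plus mu-opioid receptor expression / Probe or stimulus: DAMGO in two steps, submaximal then maximal / Compound: single concentration per test compound / Technique: kinetic Fluo4 fluorescence imaging of calcium influx / Read-out: per-well B score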
SKKanGAS inh: SKKanGAS growth inhibition; S. pyogenes SKKanGAS, kanamycin growth, BacTiter-Glo, 6 h; inhibition, % at 7.5 µM; 300,000 compounds, 1.3% hits;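 active = mean replicate score, as percent of positive control median, at least 50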;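 also: strain carries kanamycin resistance gene driven by streptokinase promoter and grows in 40 µg/ml kanamycin; loss of luminescence reflects streptokinase promoter inhibition or plain growth inhibition; 0% = median of DMSO wells and 100% = positive control at its reference dose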
TRPC6 inh: inhibitors of mouse TRPC6 channel; B-score at 10 µM; HEK293-TRPC6, membrane potential dye, ACh-evoked depolarization; hits give low values; Q61143; AID 2553; 310,000 compounds, 1.1% hits;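 active = B-score under library mean minus 3 SD, initial fluorescence not abnormally high, positive integrated signal ratio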;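 also: B-score derived from integrated fluorescence ratio over the kinetic read; more negative B-score means stronger inhibition of depolarization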
TMEM16A act: mouse TMEM16A channel activation, primary screen; 340,000 compounds, 0.3% hits; HEK293 TMEM16A/YFP-H148Q/I152L, iodide quench fluorescence; hits give low values; Q8BHY3; B-score at 10 µM;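 active = fluorescence-ratio B-score plate-corrected deviation score at least 3 library SD below zero, with starting fluorescence score within 5 deviations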;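 also: channel opened by trigger with iodide after compound preincubation; score built on the fluorescence ratio of max minus min over baseline; more negative score means more quench and so TMEM16A activation or potentiation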
Target sequence (Q8BHY3 whole entry, looked up): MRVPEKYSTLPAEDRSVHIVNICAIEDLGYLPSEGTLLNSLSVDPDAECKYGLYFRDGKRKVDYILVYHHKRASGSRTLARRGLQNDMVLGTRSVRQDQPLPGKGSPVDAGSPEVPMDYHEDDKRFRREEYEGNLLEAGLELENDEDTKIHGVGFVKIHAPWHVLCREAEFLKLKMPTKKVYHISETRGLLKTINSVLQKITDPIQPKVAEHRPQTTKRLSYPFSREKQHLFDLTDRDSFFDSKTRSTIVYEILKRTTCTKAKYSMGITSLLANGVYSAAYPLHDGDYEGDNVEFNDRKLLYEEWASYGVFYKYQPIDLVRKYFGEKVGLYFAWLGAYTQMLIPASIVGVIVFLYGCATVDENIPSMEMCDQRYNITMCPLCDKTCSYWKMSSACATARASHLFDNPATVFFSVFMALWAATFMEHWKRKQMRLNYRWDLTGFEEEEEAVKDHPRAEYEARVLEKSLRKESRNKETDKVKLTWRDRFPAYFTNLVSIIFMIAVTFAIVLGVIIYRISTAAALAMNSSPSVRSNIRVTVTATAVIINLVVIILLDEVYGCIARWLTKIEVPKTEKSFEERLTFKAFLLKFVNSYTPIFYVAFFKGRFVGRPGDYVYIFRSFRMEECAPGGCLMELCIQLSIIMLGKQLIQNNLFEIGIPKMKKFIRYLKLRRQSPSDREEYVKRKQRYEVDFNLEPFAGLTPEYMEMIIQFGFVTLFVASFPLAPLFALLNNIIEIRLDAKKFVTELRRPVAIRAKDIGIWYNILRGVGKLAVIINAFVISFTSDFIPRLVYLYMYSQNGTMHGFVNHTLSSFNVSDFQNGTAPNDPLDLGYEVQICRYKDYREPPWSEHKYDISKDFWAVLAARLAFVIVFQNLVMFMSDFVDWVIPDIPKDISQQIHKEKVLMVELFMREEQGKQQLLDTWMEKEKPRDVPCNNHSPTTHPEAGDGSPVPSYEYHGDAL
TRPC4 potent: allosteric potentiators of mouse TRPC4 channel | AID 2227 | B-score at 10 µM | HEK293 TRPC4beta/mu-opioid, DAMGO EC20, Fluo-4 Ca2+ flux; hits give high values | 310,000 compounds, 0.42% hits | Q9QUQ5;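 active = B-score of calcium response area above 5 SD of library B-scores, with initial fluorescence ratio within 5 SD of library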;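 also: B-score of integrated fluorescence ratio over time as area under calcium response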
TRPC6 activator: activators of mouse TRPC6 channel; B-score at 10 µM; HEK293-TRPC6 membrane potential dye fluorescence; hits give high values; 310,000 compounds, 0.13% hits;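 active = B-score of the integrated fluorescence ratio above library mean plus 3 SD, and starting fluorescence ratio within library mean plus 5 SD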;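 also: higher score means more depolarization so channel activation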
TMEM16A inh: blocks the mouse calcium-activated chloride channel TMEM16A | Q8BHY3 | HEK293 TMEM16A/YFP iodide influx fluorescence, ionomycin | normalized B-score (activity score, 25-100; higher = stronger inhibition) at 10 µM | 310,000 compounds, 1.2% hits | AID 588511;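 active = ratio plate-corrected score three or more library SD toward inhibition, starting fluorescence score within five deviations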;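 also: score derived from kinetic fluorescence span divided by baseline fluorescence per well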
MrgX1 ag: activates human MrgX1 receptor signaling; Q96LB2; MrgX1-HEK293 cells, Fluo-4 calcium fluorescence, agonist mode; hits give high values; B-score at 10 µM; 310,000 compounds, 0.44% hits; AID 588627;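 active = calcium response B-score plate-corrected fluorescence ratio at least 3 library SD, with starting fluorescence B-score inside 5 SD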
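Test system: HEK293 cells stably expressing human MrgX1 receptor; amount: 15,000 cells per well; doses: compound delivered in addition one of three; times: overnight plating before 1 h dye loading; detection: Fluo-4 NW calcium-flux fluorescence, kinetic read; read-out basis: B-scored fluorescence response ratio; controls: positive and negative controls per plate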
The depositor's hits bear a star; i = inactive; x = not tested or not shown. Hits appear at their usual frequency; any-hit rate near 6.7%.

SMILES	TRPC4 act	MrgX1 PAM	MrgX1 antagonist	TRPC4 inh	SKKanGAS inh	TRPC6 inh	TMEM16A act	TRPC4 potent	TRPC6 activator	TMEM16A inh	MrgX1 ag
Fc1cccc(Cl)c1Cn1ncc2ccccc21	i	i	i	i	7	i	i	i	i	i	i
CCCn1c2c(c(O)c(C(=O)Nc3nc(C)cs3)c1=O)CCCC2	i	x	x	i	5	i	x	i	i	x	x
CN(CC(=O)NC1CCCc2ccccc21)S(=O)(=O)c1cccs1 (configuration not stated)	i	i	i	i	-1	i	i	i	i	i	i
O=C(CN(Cc1ccccc1)C(=O)c1ccco1)NCc1ccc(F)cc1	i	i	i	i	1	i	i	i	i	i	i
Cc1ccc(C)c(SCC(=O)c2ccc[nH]2)c1	i	i	i	i	-8	i	i	i	i	i	i
COc1ccccc1C(=O)NC(=O)CSc1nc(C)cs1	i	i	i	i	-3	i	i	i	i	i	i
COc1ccc(S(=O)(=O)Nc2ccc3c(c2)OCO3)cc1	i	i	i	i	2	i	i	i	i	i	i
COc1cccc(/C=N/n2cnc3c(cnn3-c3ccccc3)c2=O)c1	i	i	i	i	-7	i	i	i	i	i	i
CC(=O)C1=C(O)C(=O)N(Cc2cccnc2)C1c1ccc(Cl)cc1Cl (configuration not stated)	i	i	i	i	-2	i	i	i	i	i	i
O=C(c1ccccc1)n1ccn(-c2ccccc2)c1=S	i	i	i	i	0	i	i	i	i	i	i
CC(/C=C/c1ccc2c(c1)OCO2)=N/NC(=O)CNc1ccc(C)cc1	i	i	i	i	-13	i	i	i	i	i	i
CCOC(=O)c1c(/N=C/N(C)C)sc(/C=N/Nc2ccccc2)c1-c1ccccc1Cl	i	i	i	i	-2	i	i	i	i	i	i
COc1ccc(C2Nc3ccccc3C(=O)N2Cc2ccco2)cc1COc1ccc([N+](=O)[O-])cc1 (configuration not stated)	i	i	i	i	5	i	i	i	i	i	i
O=C(Cc1noc2ccccc12)NNC(=S)Nc1ccc(Cl)cc1	i	i	i	i	5	i	i	i	i	i	i
COc1ccc(CC(=O)N2CCC(n3nccc3NC(=O)C3CCOC3)CC2)cc1 (configuration not stated)	i	i	i	i	-7	i	i	i	i	i	i
COc1cc(/C=N\NC(=O)c2ccc(Cn3nc([N+](=O)[O-])c(Cl)c3C)o2)ccc1O	i	i	i	i	3	i	i	i	i	i	i
O=C1CC(=C2c3ccccc3-c3ccccc32)C(=O)N1CCN1CCN(c2cccc(Cl)c2)CC1	i	i	i	i	0	i	i	i	i	i	i
CC1=NN(c2nc(C)cc(C)n2)C(=O)C1CCC(C)C (configuration not stated)	i	i	i	i	10	i	i	i	i	i	i
Cc1cc(C)nc(N=Nc2c(O)n(Cc3ccc(Cl)cc3)c3ccccc23)n1	i	i	i	i	30	i	i	i	i	i	i
COc1ccc(/C=N/NC(=O)c2cc(-c3ccc4c(c3)OCO4)n[nH]2)cc1OC	i	i	i	i	7	i	i	i	i	i	i
S=c1[nH]nc(COc2ccccc2)n1/N=C/c1ccncc1	i	i	i	i	4	i	i	i	i	i	i
COC(=O)C(Cc1ccc(O)cc1)NC(=O)C12CC3CC(CC(C3)C1)C2 (configuration not stated)	i	i	i	i	1	i	i	i	i	i	i
CCOc1ccc2oc(C(=O)Nc3cc(C)ccn3)c(C)c2c1	i	i	i	i	9	i	i	i	i	i	i
CCN(CC)C(=O)CSC1c2ccccc2C(=O)N1c1ccccc1 (configuration not stated)	i	i	i	i	-2	i	i	i	i	i	i
CC(=O)Nc1ccc(/C=N/NS(=O)(=O)c2cc(C)ccc2C)cc1	i	i	i	i	1	i	i	i	i	i	i
More compounds follow.
SMILES	TRPC4 act	MrgX1 PAM	MrgX1 antagonist	TRPC4 inh	SKKanGAS inh	TRPC6 inh	TMEM16A act	TRPC4 potent	TRPC6 activator	TMEM16A inh	MrgX1 ag
CCc1cc(CNC(=O)CCc2nnc(CCCc3ccccc3)o2)on1	i	i	i	i	-16	i	i	i	i	i	i
O=C(CSc1nnc(-c2ccc(Cl)cc2)o1)NNC(=O)c1ccncc1	i	i	i	i	8	i	i	i	i	i	i
COc1ccc(CNC(=S)NC(C)CCc2ccccc2)cc1 (configuration not stated)	i	i	i	i	-7	i	i	i	i	i	i
Cc1ccc(Oc2coc3cc(OC(=O)c4cccs4)ccc3c2=O)cc1	i	i	i	i	11	i	i	i	i	i	i
CCn1c(=O)n(CC)c2cc(S(=O)(=O)N3CCOCC3)ccc21	i	i	i	i	4	i	i	i	i	i	i
CC1CN(S(=O)(=O)c2cccc(C(=O)N=c3sccn3C)c2)CC(C)O1 (configuration not stated)	i	i	i	i	14	i	i	i	i	i	i
CSCCC(NS(=O)(=O)c1ccccc1F)C(=O)NCCCn1nc(C)cc1C (configuration not stated)	i	i	i	i	-3	i	i	i	i	i	i
COc1cc(CCC(=O)Nc2ccc(Cl)c(C(F)(F)F)c2)cc(OC)c1OC	i	i	i	i	-11	i	i	i	i	i	i
COc1ccc(CCNC2=NCCS2)cc1OC	i	i	i	i	-2	i	i	i	i	i	i
Cc1cc(=O)oc(C)c1C(=O)NCC1CCCO1 (configuration not stated)	i	i	i	i	2	i	i	i	i	i	i
O=C(Cn1nnc(-c2ccc(NC(=O)c3ccccc3F)cc2)n1)NCc1ccc(F)cc1	i	i	i	i	-10	i	i	i	i	i	i
CCCCCCn1c(C(C)NC(=O)c2ccco2)nc2ccccc21 (configuration not stated)	i	18*	i	i	-2	i	i	i	i	i	i
Cc1c(O)ccc2c(-c3ccccc3)cc(=O)oc12	i	i	i	i	4	i	i	i	i	i	i
CCOc1cc(NC(=S)NCCCN2CCOCC2)c(OCC)cc1NC(=O)c1cccs1	i	i	i	i	-9	i	i	i	i	i	i
O=C(Nn1cc(C(=O)Nc2ccccc2F)c2ccccc2c1=O)c1cnccn1	i	i	i	i	4	i	i	i	i	i	i
Cc1cccnc1NC(=O)C1CCN(S(=O)(=O)c2ccc3c(c2)CCC(=O)N3)CC1	i	i	i	i	-4	i	i	i	i	i	i
COC(=O)c1cc(S(=O)(=O)N2CCC(C)CC2)ccc1F	i	i	i	i	-2	i	i	i	i	i	i
Cc1cc(NC(=O)c2cccc(S(=O)(=O)N3CCCCCC3)c2)no1	i	i	i	i	-6	i	i	i	i	i	i
CC(C)(C)Nc1nc(SCc2ccccc2)nc(N2CCOCC2)n1	i	i	i	i	16	i	i	i	i	i	i
CC(C)N=C(NS(=O)(=O)NC(=O)c1ccccc1)c1ccccc1	i	i	i	i	6	i	i	i	i	i	i
Cc1c(C(=O)O)oc2ccc3c(c12)C(O)CC(C)(C)O3 (configuration not stated)	i	i	i	i	1	i	i	i	i	i	i
CN(C)c1nc(NCc2ccccc2)nc(N/N=C/c2ccc(Cl)cc2Cl)n1	i	i	i	i	24	i	i	i	i	i	i
COc1ccc(S(=O)(=O)Cc2ccc(C(=O)NCCCN(C)c3ccccc3)o2)cc1	i	i	i	i	-2	i	i	i	i	i	i
COc1ccc(-n2c(=S)[nH]c3cc(C(=O)NCCCN4CCOCC4)ccc3c2=O)c(OC)c1	i	i	i	i	-3	i	i	i	i	i	i
COc1ccc(/C(N)=N/OC(=O)c2cccc([N+](=O)[O-])c2C)cc1OC	i	i	i	i	-3	i	i	i	i	i	i
More records
SMILES	TRPC4 act	MrgX1 PAM	MrgX1 antagonist	TRPC4 inh	SKKanGAS inh	TRPC6 inh	TMEM16A act	TRPC4 potent	TRPC6 activator	TMEM16A inh	MrgX1 ag
CCOC(=O)c1ccc(-n2[nH]c(-c3ccccc3)cc2=O)cc1	i	i	-5.8*	i	32	i	i	i	i	100*	i
COc1ccc(CCC(=O)Nc2nc3ccccc3[nH]2)cc1	i	i	i	i	19	i	i	i	i	i	i
Cc1ccc(CN2CC34C=CC(O3)C(C(=O)NCc3ccco3)C4C2=O)cc1 (configuration not stated)	i	i	i	i	3	i	i	i	i	i	i
CC(=O)c1ccc(N2CCN(C(=S)Nc3ccccc3C(F)(F)F)CC2)cc1	i	i	i	i	3	i	i	i	i	i	i
CCn1c(SCc2cccnc2)nc2c1c(=O)n(C)c(=O)n2C	i	i	i	i	-12	i	i	i	i	i	i
NNC(=O)c1sc2cc(C(F)(F)F)cnc2c1-c1ccccn1	i	i	i	i	3	i	i	i	i	i	i
CCc1ccc(/C(C)=N/NC(=O)C(O)c2ccccc2)s1 (configuration not stated)	i	i	i	i	-3	i	i	i	i	i	i
O=C(NCCc1c[nH]c2ccccc12)c1ccc2[nH]c(=O)c(=O)[nH]c2c1	i	i	i	i	-1	i	i	i	i	i	i
COC(=O)N/N=C\c1cc(Br)ccc1OCc1ccccc1	i	i	i	i	-5	i	i	i	i	i	i
CCOC(=O)c1sc(SCC(=O)Nc2ccc(N(C)C)cc2)nc1N	i	i	i	i	7	i	i	i	i	i	i
O=C(COC(=O)c1ccc[nH]c1=O)NC1CCCCCCC1	i	i	i	i	-1	i	-22*	i	i	i	i
CC12CCC(=O)N1C(C(=O)Nc1nnc(SCc3ccc(F)cc3)s1)CS2 (configuration not stated)	i	i	i	i	-1	i	i	i	i	i	i
Cc1cc(OC(=O)c2cc([N+](=O)[O-])ccc2Cl)c([N+](=O)[O-])c(=O)[nH]1	i	i	i	i	0	i	i	i	i	i	i
COc1ccc2cc(C3C(C#N)=C(N)OC(C)=C3C(C)=O)c(Cl)nc2c1 (configuration not stated)	i	i	i	i	9	i	i	i	i	i	i
O=C(CNS(=O)(=O)c1ccc(Br)s1)NCCc1ccc(Cl)cc1	i	i	i	i	-12	i	i	i	i	i	i
NC(=O)c1ccsc1NC(=O)CSc1nnc(C2CC2)n1Cc1ccccc1	i	i	i	i	-5	i	i	i	i	i	i

No new results follow: entries from further up.
SMILES	TRPC4 act	MrgX1 PAM	MrgX1 antagonist	TRPC4 inh	SKKanGAS inh	TRPC6 inh	TMEM16A act	TRPC4 potent	TRPC6 activator	TMEM16A inh	MrgX1 ag
O=C(CNS(=O)(=O)c1ccc(Br)s1)NCCc1ccc(Cl)cc1	i	i	i	i	-12	i	i	i	i	i	i
NC(=O)c1ccsc1NC(=O)CSc1nnc(C2CC2)n1Cc1ccccc1	i	i	i	i	-5	i	i	i	i	i	i

Screening results deposited in PubChem by several laboratories.
